TbREL1 primary: TbREL1 RNA ligase inhibitors, primary screen, biochemical, FRET fluorescence; RNA-editing ligase 1, mitochondrial (Trypanosoma brucei brucei), P86926; TbREL1 RNA ligation; actives 0.49% (n = 89,000); inhibition, % at 9.66 µM;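 active means inhibition above the mean inhibition across all screened compounds plus 3 SD, cut at about 11% in these data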;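 further: 0% = plate median of test wells and 100% = NSC42067 control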
Target sequence (P86926 whole entry, looked up): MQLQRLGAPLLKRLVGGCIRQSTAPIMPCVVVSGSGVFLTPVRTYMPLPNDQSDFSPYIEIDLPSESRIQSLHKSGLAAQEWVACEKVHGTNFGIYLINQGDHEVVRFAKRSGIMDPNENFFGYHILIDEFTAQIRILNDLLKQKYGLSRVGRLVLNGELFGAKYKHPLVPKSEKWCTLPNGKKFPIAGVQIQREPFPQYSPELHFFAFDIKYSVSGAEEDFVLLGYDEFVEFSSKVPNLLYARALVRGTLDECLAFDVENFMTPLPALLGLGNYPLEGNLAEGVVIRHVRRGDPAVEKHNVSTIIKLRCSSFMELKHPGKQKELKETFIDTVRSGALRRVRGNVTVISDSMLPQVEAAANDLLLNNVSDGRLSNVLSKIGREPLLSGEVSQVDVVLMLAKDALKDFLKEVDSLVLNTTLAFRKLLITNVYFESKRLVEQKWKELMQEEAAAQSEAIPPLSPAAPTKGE
Numbers without * were called inactive. The list is partial (hit frequency here may not be typical).

SMILES	TbREL1 primary
CN(C)c1ccc(C2OC(=O)C(C)(C)C(=O)C2(C)C)cc1 (configuration not stated)	-5.8
O=C(NCC1CCCO1)C(=O)N/N=C/c1ccc(OCc2ccccc2Cl)cc1 (configuration not stated)	-1.4
O=C1CCCCN1CCC(=O)N1CCCC(Nc2ccc(F)c(F)c2)C1 (configuration not stated)	-1.4
CSCCC(NC(=O)C12CC3CC(CC(C3)C1)C2)C(=O)OCC(=O)c1ccc(Cl)cc1 (configuration not stated)	-0.2
O=C(NCCS(=O)(=O)N1CCCCCC1)c1ccc(F)cc1	0.0
C=CCN1C(=O)S/C(=C/c2ccsc2)C1=O	3.2
CC1CCCN(C(=O)Cn2c3ccccc3c3nc4n(c(=O)c32)CCS4)C1 (configuration not stated)	-3.7
Cc1cccc(Nc2ncnc3onc(-c4cccc(Cl)c4)c23)c1C	-2.5
O=C(NCc1ccccn1)C1CCN(S(=O)(=O)N2CCC3(CC2)OCCO3)CC1	0.5
COc1ccc(OC)c(NC(=O)c2ccc(CSc3nnc(C)s3)cc2)c1	-2.3
CCCS(=O)(=O)N1CCC(C(=O)NCc2ccccc2Cl)CC1	-0.7
Cn1cccc1Cc1nnc(SCC(=O)NCC2CCCO2)n1-c1ccc(F)cc1 (configuration not stated)	-4.2
C/C(=N\NC(=O)CSCc1ccc(Cl)cc1)c1ccc(NC(=O)c2ccccc2)cc1	0.8
CCOC(=O)C1CCCN(c2c(N3CCN(C4CCCCC4)CC3)c(=O)c2=O)C1 (configuration not stated)	-1.8
COc1ccc(N2CCN(c3cc(=O)n(Cc4ccc(F)cc4)c(=O)[nH]3)CC2)cc1	-7.4
CCN(CC(=O)Nc1ccc(NC(C)=O)cc1)C(=O)c1cc(-c2ccccc2)nn1-c1ccccc1	2.9
COc1ccc(C(C)(C)C)cc1NC(=O)CCN1C(=O)C2CCCCC2C1=O (configuration not stated)	3.6
CC(c1ccccc1F)n1cc(C(=O)NCCc2ccco2)nn1 (configuration not stated)	-0.6
COc1ccc(Cc2c(C3CCCCC3)nc3c(Cl)cc(C(F)(F)F)cn23)c(C)c1	-0.3
CC1=Nn2c(nnc2-c2ccco2)SC1	0.0
Cc1ccc(CS(=O)(=O)c2nc3c(c(N(C)C)n2)CCCC3)cc1	6.0
C[C@H](NC(=O)c1ccc(C(C)(C)C)cc1)C(=O)N1CCN(C/C=C/c2ccccc2)CC1	-2.3
CN(C)C(/C=C/Nc1ccc(F)cc1F)=C(C#N)C#N	5.9
Clc1cccc(Cl)c1CO/N=C/c1c(-c2ccccc2)nc2n1CCS2	5.3
O=C(Cn1c(CC(=O)N2CCCC2)nc2ccccc21)NCc1ccccc1	0.9
O=C(CSc1nnc(CNc2ccc(F)cc2)n1Cc1ccccc1)NCc1ccco1	-2.4
CC(=O)c1ccc(OCC(=O)N(CCC2=CCCCC2)c2c(N)n(Cc3ccccc3)c(=O)[nH]c2=O)cc1	-2.2
CC(=O)Nc1ccc(NS(=O)(=O)c2ccc3c(c2)n(C)c(=O)n3C)cc1	-3.2
Cc1nn(-c2ccccc2)c2sc(C(=O)NCCc3ccc(Cl)cc3)cc12	4.1
CC(OC(=O)c1ccc([N+](=O)[O-])s1)C(=O)Nc1ncc(Cl)cc1Cl (configuration not stated)	-0.3
N#Cc1ccsc1NC(=O)CSc1ncnc2ccccc12	0.5
Cc1nn(-c2ccccc2)c(Cl)c1/C=N/Nc1ccc(S(=O)(=O)Nc2ccccc2C(=O)O)cc1[N+](=O)[O-]	-0.6
CC(Nc1nc(-c2ccc(F)cc2)cs1)c1nc2cc(C(F)(F)F)ccc2n1CCOCCO (configuration not stated)	-1.9
COCC(=O)N1CCC(Oc2ccc(C(=O)NC(C)c3nccs3)cc2)CC1 (configuration not stated)	-0.8
Cc1cc2c(SCC(=O)NC3CCCCC3)ncnc2s1	-1.8
COc1ccc(/C=C2/SC(=S)N(n3c(C)ccc3C)C2=O)cc1	-0.4
Cc1oc(-c2ccccc2)nc1C(=O)OCC(=O)NCc1ccc(Cl)cc1	-0.9
CCC(=O)N1CCN(c2ccccc2NC(=O)c2ccc([N+](=O)[O-])o2)CC1	3.7
CCNc1nc(Sc2ccc(C)cc2)cc(C(F)(F)F)n1	1.9
CCc1nnc(NC(=O)c2cc3ccccc3oc2=O)s1	4.7
Cc1ccc(S(=O)(=O)Nc2nc(C)c(C(=O)NNS(=O)(=O)c3cc(C)ccc3C)s2)cc1	0.5
O=C(CSc1nc2ccccc2nc1N1CCCCC1)NCc1ccc(Cl)cc1Cl	3.4
CCN(CC)C(=O)c1[nH]cnc1C(=O)NCC(=O)OC(C)(C)C	0.9
COC(=O)[C@]12C[C@H](CC(=O)NCc3cccc4ccccc34)C(=O)N(Cc3ccco3)C1=C[C@H](COCc1ccccc1)O[C@@H]2C	-4.4
CCc1c(C)nc(N2CCOCC2)[nH]c1=O	-0.9

3 entries from above, with each value named.
CC(Nc1nc(-c2ccc(F)cc2)cs1)c1nc2cc(C(F)(F)F)ccc2n1CCOCCO (configuration not stated)
- TbREL1 primary: -1.9
Cc1ccc(S(=O)(=O)Nc2nc(C)c(C(=O)NNS(=O)(=O)c3cc(C)ccc3C)s2)cc1
- TbREL1 primary: 0.5
CCC(=O)N1CCN(c2ccccc2NC(=O)c2ccc([N+](=O)[O-])o2)CC1
- TbREL1 primary: 3.7

Next section
SMILES	TbREL1 primary
O=C(Nc1ccccc1)N1CCN(CCc2ccccc2)CC1	-3.3
O=C(O)C1CCCCC1C(=O)NCCCCc1ccccc1 (configuration not stated)	-1.0
COc1cccc(CN2CCN(Cc3ccc4c(c3)OCCO4)CC2CCO)c1 (configuration not stated)	-1.1
C[C@H](NC(=O)c1nc[nH]c1C(=O)N[C@H](C)c1ccccc1)C(=O)OCc1ccccc1	2.1
Cn1c(=O)cc(SCC(=O)NCCN2CCN(c3ccccc3F)CC2)c2cc(Cl)ccc21	-3.6
Cc1c(C(=O)N2CCCC2)sc(NC(=O)c2cccs2)c1C#N	-5.1
CCN(CC(=O)NCc1ccncc1)S(=O)(=O)c1cc(Cl)ccc1Cl	-2.7
NS(=O)(=O)c1ccc(NC(=O)c2ccc(S(=O)(=O)N3CCCCC3)cc2)cc1	-0.9
O=C(CSc1nnc(-c2cccc(Cl)c2)n1Cc1ccco1)Nc1ccc(OCc2ccccc2)cc1	7.4
CN1C[C@@H]2[C@@H]3C(=O)N(C)C(=O)[C@@H]3[C@](C)(C1=O)N2C(=O)c1ccc(Br)cc1	-0.1
C=C1CC2C(=O)N(Cc3ccccc3)C(C(=O)OCC)(C(=O)OCC)C1N2C(=O)OC(C)(C)C (configuration not stated)	-5.7
Cc1nc(N2C(=O)C(=O)/C(=C(/O)c3ccccc3)C2c2ccco2)sc1C (configuration not stated)	-1.8
O=C(c1ccc(C#CC2(O)CCCCC2)cc1)N1CCN(C(c2ccccc2)c2ccccc2)CC1	1.9
Fc1ccccc1-c1nc(N2CCCCC2)c2ccccc2n1	3.7
Nc1ccc(Br)c2cccnc12	2.2

A draw from above in order of SMILES length, high to low.
SMILES	TbREL1 primary
C/C(=N\NC(=O)CSCc1ccc(Cl)cc1)c1ccc(NC(=O)c2ccccc2)cc1	0.8
CCCS(=O)(=O)N1CCC(C(=O)NCc2ccccc2Cl)CC1	-0.7
CCNc1nc(Sc2ccc(C)cc2)cc(C(F)(F)F)n1	1.9

More structures follow:
SMILES	TbREL1 primary
Cc1c(NC(=O)c2cc(-c3ccc(Cl)s3)nc3ccccc23)c(=O)n(-c2ccccc2)n1C	1.9
CC(=O)c1coc2ccc(OCC(=O)O)cc12	3.2
Cc1ccc(-c2cccc([C@H]3[C@@H]4C=CC[C@@H](C)[C@@H]4C(=O)N3Cc3ccccc3)c2)cc1	-3.9
O=C(Cc1cccs1)NC(Cc1c[nH]c2ccccc12)C(=O)O (configuration not stated)	-4.1
O=C(c1cc2c(c(-c3cccc(-c4ccncc4)c3)n1)[C@H](CCO)N(C(=O)c1ccc3c(c1)OCO3)C2)N1CCOCC1	-1.1
O=C1CC(N2CCCc3ccccc32)C(=O)N1c1ccccc1 (configuration not stated)	-1.6
O=C(c1cc(=O)c2ccccc2o1)N1CCCc2ccccc21	-2.1
COc1ccc(CCNC(=O)c2cnc3scc(C)n3c2=O)cc1OC	1.9
O=C(CSc1nnc(-c2ccccc2)o1)NC1CCCC1	1.3
CC(=O)Oc1ccc(Cn2c(C)c(C(=O)NC3CC3)sc2=O)cc1	-0.5
CCc1cccc(NC(=S)N(CCCN2CCOCC2)C(C)c2cc3cccc(OC)c3o2)c1 (configuration not stated)	-7.2
Cc1nc(-c2cccc(N)c2)cs1	1.6
CN(Cc1ccccc1)C(=O)c1ccc(NC(=O)Cc2ccc(NC(=O)C3CCCN(C(=O)C4CC4)C3)cc2)cc1 (configuration not stated)	-2.0
Cc1cc2c(s1)c1cnn(Cc3c(Cl)ccc(C)c3F)c(=O)c1n2C	1.2
C=CCNc1sc(C(=O)c2ccc(Br)s2)c(N)c1C#N	-0.5
Cc1ccccc1C(=O)Nc1nnc(S(=O)(=O)N2CCCCCC2)s1	0.5
CC(=O)c1ccc(NS(=O)(=O)c2ccc(N)cc2)cc1	2.7
O=C(Nc1nnc(C2CC2)s1)c1cc(S(=O)(=O)N2CCCCC2)ccc1N1CCOCC1	5.9
CCn1c(SCc2nnc(-c3ccccc3)o2)nnc1-c1ccc(S(=O)(=O)N2CCCC2)cc1	-0.8
COc1ccc(-c2nc(-c3ccccc3)c(-c3cc([N+](=O)[O-])ccc3C)[nH]2)cc1O	-1.5
COc1ccc(NC(=O)C(C)N(C)Cc2ccc3ccccc3c2)cc1 (configuration not stated)	5.1
COc1ccccc1CNc1nc(S(=O)(=O)c2ccccc2)c(Cl)s1	0.1
CC1CC(C)C[N+](=C2C=C(N3CCCC3)CC(C)(C)C2)C1 (configuration not stated)	-5.6
COc1ccc2oc(C(=O)OCC(=O)NCc3ccc(OC)c(OC)c3)c(C)c2c1	2.9
O=C(c1ccc(O)cc1)c1ccc(C(=O)c2ccc(O)cc2)cc1	3.2
O=C(CNC(=O)c1ccc(Cl)cc1Cl)OCC(=O)N1CCN(c2ccccc2)CC1	-3.7
COc1ccc(CN(C)C(=O)[C@H]2O[C@@H](n3ccc(=O)[nH]c3=O)[C@H](O)[C@@H]2O)cc1OC	2.1
O=C(NC1CCCCC1)C(c1ccc(F)cc1)N(Cc1ccco1)C(=O)c1csnn1 (configuration not stated)	-6.6
COc1ccc(C)cc1NC(=O)CSc1nnc2ccc(-c3ccccn3)nn12	0.5
Cc1cc(C)n(CCN(C)C(=O)C2CCC(=O)N(CCN3CCOCC3)C2)n1 (configuration not stated)	2.6
CC(=O)Nc1ccc(NC(=O)CSc2nc(N)c(NC(=O)c3ccco3)c(=O)[nH]2)cc1	-1.3
COc1ccc(CCNC(=O)C(=O)NCc2cccs2)cc1OC	2.3
CC(C)n1cc(NC(=O)COc2ccccc2Cl)cn1	4.9
NC(=O)C1(N2CCCCC2)CCN(S(=O)(=O)c2ccccc2)CC1	-0.3
O=C(N/N=C/c1cccc2ccccc12)C(=O)N1CCCC1	0.1
COc1ccc(C(c2c[nH]c3ccccc23)c2c[nH]c3ccccc23)cc1O	-1.4
COc1cc(/C=C/C(=O)O[C@H]2[C@H](O[C@@H]3O[C@@H](C)[C@H](O)[C@@H](O)[C@H]3O)[C@@H](O)[C@H](OCCc3ccc(O)c(OC)c3)O[C@@H]2CO)ccc1O	2.4
O=C(Nc1ccc(F)c(F)c1)c1ccc2c(c1)OCO2	0.5
COC(=O)[C@]12C[C@H](CC(=O)N3CCSCC3)C(=O)N(Cc3ccco3)C1=C[C@H](C1CCCC1)O[C@@H]2C	-2.1
Cc1ccc(Cn2cc(CN(C)C3CN(Cc4cn(Cc5ccc(C)cc5)nn4)S(=O)(=O)C3)nn2)cc1 (configuration not stated)	0.5
O=C1CC(c2ccc(Cl)cc2)CC(O)=C1C=NCc1ccc(Cl)c(Cl)c1 (configuration not stated)	0.4
COc1ccc(CCN2C(=O)C3C4C=CC(C4)C3C2=O)cc1OC (configuration not stated)	5.9
CC(=O)c1cc(C#N)c(Oc2ccc(Cl)cc2Cl)nc1C	-1.7
COc1ccccc1C(=O)NCCn1cc(SCC(=O)Nc2nnc(C)s2)c2ccccc21	0.8
Cc1ccsc1C1C(C#N)=C(N)OC2=C1C(=O)CCC2 (configuration not stated)	4.9
O=C(CN(Cc1ccco1)C(=O)CCC(=O)Nc1ccccn1)NCCc1ccccc1	0.0
CC(Oc1ccccc1)C(=O)N1CCN(c2ccc(N3CCCCCC3)nn2)CC1 (configuration not stated)	-4.3
c1csc(CSc2nc3ccccc3s2)c1	4.0
Cc1ccc(-n2cccn2)c(CN2CCCC(CNC(=O)c3ccc(F)cc3)C2)c1 (configuration not stated)	4.2
Cc1cc(N2C(=O)C(=O)/C(=C(/O)c3ccccc3)C2c2cccc(Br)c2)no1 (configuration not stated)	1.3
CCC1CN(C(=O)NCc2cccc(OC)c2)c2cc(Cl)ccc2O1 (configuration not stated)	-2.0
Cc1ccccc1Cc1c(C)nc2nc(SCC(=O)NCCCN3CCCC3)nn2c1C	0.4
O=C(Nc1cc(Cl)ccn1)C1CCN(S(=O)(=O)c2cccs2)CC1	-0.4
COc1ccc([C@@H]2CC=C(C(=O)O)[C@H](c3ccc(F)cc3)N2S(=O)(=O)c2ccc(C)cc2)cc1OC	-1.1
CCOc1ccc(OCCC(=O)OCC(=O)Nc2cc(C)nn2-c2ccccc2)cc1	-2.5
COc1ccc(C2C(C(=O)Nc3cccc(C)n3)CCC(=O)N2c2ccc(OC)cc2)cc1 (configuration not stated)	-0.1
Cc1ccc(CN2CCCCC(NC(=O)c3ccc(Br)cc3)C2=O)cc1 (configuration not stated)	-5.1
COc1ccc(-n2cc(CNCCN3CCOC3=O)c(-c3ccccc3Cl)n2)cc1	-1.3
C(=C\c1ccccc1)/CSc1nnc(Cc2cccs2)n1-c1ccccc1	0.6
O=C(c1ccc(Cl)cc1)N1CCC(C(=O)N2CCN(c3ncccn3)CC2)CC1	-5.2
CCC(C)N(C)C1CCN(C(=S)Nc2cccc(SC)c2)CC1 (configuration not stated)	-4.1
